High-throughput results (PubChem BioAssay)
Vif-A3F inh = blocks the Vif interaction with APOBEC3F. HeLa A3F-eYFP + Vif (tagged APOBEC3F with the HIV-1 protein that degrades it), YFP fluorescence increase. Potency, µM (doses to about 46.1 µM), for the others: at the top dose activity, negative = active. actives 0.2% (n = 390,000). AID 602313; also: potency is read from the fitted curve at half-maximal effect; % of control where 0% means no effect; nearly all actives have a fitted effect of over 65% in size
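Fluorescence increase (Ex 488/Em 500-530) after overnight compound treatment at 37 deg C flags inhibition of Vif-driven A3F-eYFP loss in stable HeLa A3F-eYFP/Vif cells seeded overnight beforehand.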
TrxR1 substrate = substrates of rat thioredoxin reductase 1; purified TrxR1 substrate turnover, NADPH consumption readout; actives 0.01% (n = 390,000); Potency, µM (highest dose often 114 µM), for inactives: at the top dose activity change, negative = substrate turnover; AID 588456; O89049; also: potency is read from the fitted curve at half-maximal effect; % is scaled to controls: 0 for no effect and ±100 for the full control effect; nearly all actives have a fitted effect of over 50% in size
Target sequence (O89049 whole entry, looked up): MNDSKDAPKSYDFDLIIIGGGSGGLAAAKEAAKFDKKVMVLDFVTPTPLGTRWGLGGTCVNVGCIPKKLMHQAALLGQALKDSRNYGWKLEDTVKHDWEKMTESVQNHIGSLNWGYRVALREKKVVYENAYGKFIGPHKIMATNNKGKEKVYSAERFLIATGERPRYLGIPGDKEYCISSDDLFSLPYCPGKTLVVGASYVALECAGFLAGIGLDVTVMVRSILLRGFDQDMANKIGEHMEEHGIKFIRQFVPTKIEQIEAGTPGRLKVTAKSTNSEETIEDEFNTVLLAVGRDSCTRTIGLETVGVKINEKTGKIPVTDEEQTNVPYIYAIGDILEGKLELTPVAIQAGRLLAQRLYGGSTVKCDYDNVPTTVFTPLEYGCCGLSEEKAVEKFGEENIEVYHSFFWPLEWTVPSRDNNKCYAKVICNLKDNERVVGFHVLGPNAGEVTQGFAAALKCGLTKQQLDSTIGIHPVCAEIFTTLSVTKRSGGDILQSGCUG
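Rat TrxR1, dispensed at 90 nM, was prereduced with 400 uM NADPH (final) for 5 min at ~22 deg C, then incubated with compound 15 min before 400 uM selenite. A first-read NADPH fluorescence drop versus no-compound background flagged substrates.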
LDHA inh = blocks human lactate dehydrogenase A; P00338; purified LDHA, NADH/diaphorase-resazurin fluorescence; hits give low values; activity change, % (values are at about 110 or 230 µM); actives 0.15% (n = 480,000); AID 1347041; in the data active = activity change below about -30%; inconclusive = mostly about -25% to -30%;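 also: plate controls were DMSO wells for no effect and wells without enzyme for full effect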
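Human LDH5 at 2 nM final in Tris HCl pH 7.4 with 0.06 mM NADH and 0.2 mM pyruvate, reacted 5 minutes at room temperature. Remaining NADH coupled via diaphorase/resazurin; resorufin fluorescence read at 0 and 20 minutes, normalized to enzyme-free and DMSO wells.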
mIDH1 inhibitor = blocks human mutant IDH1 R132H enzyme; AID 602179; IDH1-R132H enzyme, NADPH consumption, diaphorase/resazurin fluorescence; Potency, µM (series often up to 76.6 µM), for the others: at the top dose activity change, negative = inhibition, hits mostly inhibitors; actives 0.093% (n = 390,000); also: potency is read from the fitted curve at half-maximal effect; % is scaled to controls: 0 for no effect and ±100 for the full control effect; nearly all actives have a fitted effect of over 65% in size
Target sequence (O75874 whole entry R132H, stated change not applied): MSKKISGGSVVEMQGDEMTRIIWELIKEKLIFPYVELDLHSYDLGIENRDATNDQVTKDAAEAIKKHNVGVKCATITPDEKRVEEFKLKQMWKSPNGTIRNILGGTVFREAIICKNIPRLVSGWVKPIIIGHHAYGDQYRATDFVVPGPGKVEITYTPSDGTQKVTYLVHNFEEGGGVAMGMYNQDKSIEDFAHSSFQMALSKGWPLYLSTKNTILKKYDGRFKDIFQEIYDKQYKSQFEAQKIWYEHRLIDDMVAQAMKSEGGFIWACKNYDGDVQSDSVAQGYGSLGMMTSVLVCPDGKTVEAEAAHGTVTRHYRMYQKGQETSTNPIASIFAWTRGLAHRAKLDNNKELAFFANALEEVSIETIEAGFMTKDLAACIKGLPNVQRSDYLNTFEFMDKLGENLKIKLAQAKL
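IDH1-R132H (0.5 ug/mL) preincubated 30 min with compound, then NADPH (0.016 mM) and alpha-KG (2 mM) added; 80 min at RT, pH 7.5. Remaining NADPH coupled via diaphorase/resazurin to fluorescence (540/590 nm); concentration-response curves normalized to no-enzyme control.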
Glioma ERSR ind = ER stress response induction in glioma; U87-MG GRP78 promoter luciferase reporter, 16 h; Potency, µM, for the others: top-dose activation, actives largely listed as activators; AID 602332; actives 0.02% (n = 420,000); also: potency is read from the fitted curve at half-maximal effect; series mostly up to about 76 µM; % of control where 0% means no effect; nearly all actives have a fitted effect of over 35% in size
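ERSR induction read as luciferase luminescence (Bright-Glo, 10 min at room temperature) in stably transfected human U87-MG glioma cells exposed to compounds for 16 h, using GRP78 as sensor.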
TrxR1 inh = rat TrxR1 inhibition; O89049; recombinant rTrxR1, NADPH fluorescence consumption, selenite substrate; Potency, µM (top dose mostly 114 µM), for inactives: at the top dose activity change, negative = inhibition, most hits filed as inhibitors; actives 1% (n = 390,000); AID 588453; also: potency is read from the fitted curve at half-maximal effect; % is scaled to controls: 0 for no effect and ±100 for the full control effect; nearly all actives have a fitted effect of over 65% in size
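Rat TrxR1 (90 nM in the dispensed reagent) was pre-reduced with 400 uM NADPH for 5 min at room temperature, then incubated with compound for 15 min. After 400 uM selenite was added, NADPH fluorescence (Ex 340/Em 450 nm) was followed for 8 min.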
Vif-A3G inh = Vif-A3G binding inhibition. actives 0.076% (n = 410,000). Potency, µM (titrated, usually from 46.1 µM), for the others: top-dose activity, negative = active, most hits filed as inhibitors. HeLa A3G-eYFP + Vif (tagged APOBEC3G with the HIV-1 protein that degrades it), YFP fluorescence, overnight. AID 602310;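 also: potency is read from the fitted curve at half-maximal effect; % is scaled to controls: 0 for no effect and ±100 for the full control effect; nearly all actives have a fitted effect of over 60% in size; hits raise eYFP signal because A3G escapes Vif-driven loss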
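Read-out is eYFP fluorescence (Ex 488/Em 500-530) from Vif-expressing HeLa A3G-eYFP cells; more signal means A3G escaped Vif-mediated degradation. Cells plated overnight, compound pinned in, incubated overnight at 37 deg C.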
USP1 inh = USP1/UAF1 (human) deubiquitinase inhibition; O94782; recombinant USP1/UAF1, Ub-Rhodamine cleavage fluorescence; Potency, µM (titrated, usually from 57.1 µM), for the others: top-dose activity change, negative = inhibition, hits mostly inhibitors; actives 0.23% (n = 390,000); AID 743255; also: potency is read from the fitted curve at half-maximal effect; % is scaled to controls: 0 for no effect and ±100 for the full control effect; nearly all actives have a fitted effect of over 60% in size; inactives centre near -12
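In this screen, compounds sit with the deubiquitinase complex (1nM) for 15 min at room temperature before Ub-Rho is added at 150nM final. Fluorescence rise is then followed for 6 reads every 60 seconds.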
RGS4 inhibitor = blocks human RGS4-accelerated GTP hydrolysis | P49798 | Transcreener GDP fluorescence polarization, RGS4-accelerated GTP hydrolysis | Potency, µM (highest dose often 114 µM), without a hit: at the highest dose activity change, negative = inhibition, most hits filed as inhibitors | actives 0.039% (n = 390,000); also: potency is read from the fitted curve at half-maximal effect; % is scaled to controls: 0 for no effect and ±100 for the full control effect; nearly all actives have a fitted effect of over 75% in size; some results filed as inactive show a strong effect at the top dose
Target sequence (P49798 whole entry, looked up): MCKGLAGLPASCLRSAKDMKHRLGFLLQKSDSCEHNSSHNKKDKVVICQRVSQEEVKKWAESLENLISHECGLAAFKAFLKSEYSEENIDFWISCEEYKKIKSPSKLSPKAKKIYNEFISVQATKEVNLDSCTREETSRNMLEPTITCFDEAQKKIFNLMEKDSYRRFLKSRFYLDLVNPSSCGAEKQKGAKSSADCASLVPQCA
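MLSMR compounds (23 nl, pin-transferred) preincubated 10 min at room temperature with a 500nM (2x) first reagent, then RGS4 at 900nM (2x) plus Transcreener GDP mix added; fluorescence polarization (620/688 nm) read before and after 90 min at 30 °C.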
An asterisk follows results filed as active; ? = inconclusive; & = joins results of further samples; [ ] = dose if it differs, or a comment. Unless noted, calls follow the shape of the dose curve; as a rule, active = well fitted curve in the direction sought with a large enough effect; inconclusive = small, poorly fitted or top-dose-only effect, or another doubt; inactive = no such curve, though single readings can be large; an effect the other way counts as inactive or inconclusive. This is a subset (hit frequency here may not be typical).

Order of results – Vif-A3F inh | TrxR1 substrate | LDHA inh | mIDH1 inhibitor | Glioma ERSR ind | TrxR1 inh | Vif-A3G inh | USP1 inh | RGS4 inhibitor
CC12CCC(C/C1=N/NC(=O)Nc1ccccc1)C2(C)C (stereo unspecified)
 : -6% | -4% | -13 | -5% | 0% | 9% | 0% | -4% | 13%
CCCc1nc2sc3c(N4CCCCC4)ncnc3c2c2c1CCCC2
 : 8% | 8% | -3 | 6% | -2% | 13% | -3% | -22% | 4%
O=C(COC(=O)Cc1ccccc1F)NC(=O)NC1CCCC1
 : 4% | 2% | 1 | -1% | -4% | 18% | 3% | -25% | -3%
COc1cc(/C=C/C(=O)OCc2cn3cc(Cl)ccc3n2)ccc1O
 : -9% | -2% | -1 | 5% | 1% | 14% | ? | 2% | -8%
CC1CN(CCOc2ccc(Cl)c(Cl)c2)CC(C)O1 (stereo unspecified)
 : -10% | -3% | -18 | 11% | 3% | 0% | -9% | -18% | -13%
O=C(CC1CC2CCC1C2)N1CCN(S(=O)(=O)c2ccccc2C(F)(F)F)CC1 (stereo unspecified)
 : 2% | -2% | -1 | -8% | -5% | 15% | 1% | -24% | 7%
CCOc1ccc(S(=O)(=O)Nc2c(C)n(C)n(-c3ccccc3)c2=O)cc1
 : 4% | 1% | 0 | 1% | 2% | 13% | -4% | -23% | -13%
O=C(c1ccc(F)cc1)N1CCC(O)(c2cccnc2)CC1
 : 2% | 5% | 0 | 2% | 1% | 8% | 2% | -13% | -11%
COc1ccc(Cn2nnnc2C(c2cc3ccc(OC)cc3[nH]c2=O)N2CCC(C)CC2)cc1 (stereo unspecified)
 : -2% | 3% | 1 | 0% | 0% | ? | 0% | ? | ?
O=C(NCC1(c2ccccc2)CCCC1)C(=O)Nc1cccc(C(F)(F)F)c1
 : -8% | 0% | 1 | 13% | -6% | 24% | -1% | ? | -16%
COc1ccccc1NS(=O)(=O)c1ccc2ccccc2c1
 : -4% | -10% | -14 | 0% | -6% | -10% | 1% | -26% | 12%
Cc1cccc(OC(C)C(=O)N2CCCc3ccccc32)c1 (stereo unspecified)
 : -3% | -19%[57.1 µM] | -2 | 7% | -1% | 12%[57.1 µM] | -1% | -15% | -12%
NCCCN1CCOCC1
 : 0% | 3% | -11 | 2% | -5% | 5% | -12% | -4% | 7%
Cc1cc(NS(=O)(=O)c2ccc(NC(=S)NC(=O)c3cccnc3)cc2)no1
 : -11% | -2%[57.1 µM] | -1 | 6% | -2% | -11%[57.1 µM] | -1% | -21% | ?
COc1cc(C(=O)NCC(c2ccc(Cl)cc2)N2CCOCC2)cc(OC)c1OC (stereo unspecified)
 : 2% | 0% | -2&-4 | -8% | -1% | 9% | -3% | ? | 6%
O=C(c1ccc(Cl)cc1)N1N=CCC1(O)c1ccc(Cl)cc1 (stereo unspecified)
 : 1% | 0% | -3 | 8% | 0% | -19% | 0% | -14% | 9%
COC(=O)c1ccc(COc2cccc(C)c2C)cc1
 : 4% | 7%[57.1 µM] | -1 | 15% | 1% | 22%[57.1 µM] | -2% | ? | 22%
CC(O)[C@@]1(O)CC[C@H]2[C@@H]3CC[C@H]4C[C@@H](O)CC[C@]4(C)C3=CC[C@@]21C (stereo partly specified)
 : -7% | -7% | -3 | -1% | -4% | 5% | 0% | 21% | 0%
CCNC(=S)N/N=C1\CCCCc2ccccc21
 : ? | -7% | 4 | 10% | -3% | -19% | -2% | -16% | -27%
COc1cc(C(CC(=O)NCc2ccccc2Cl)N2Cc3ccccc3C2=O)cc(OC)c1OC (stereo unspecified)
 : -3% | -5% | 3 | -9% | 0% | -5% | -3% | ? | -28%

As a working copy, part of the list above:
Order of results – Vif-A3F inh | TrxR1 substrate | LDHA inh | mIDH1 inhibitor | Glioma ERSR ind | TrxR1 inh | Vif-A3G inh | USP1 inh | RGS4 inhibitor
O=C(NCC1(c2ccccc2)CCCC1)C(=O)Nc1cccc(C(F)(F)F)c1
 : -8% | 0% | 1 | 13% | -6% | 24% | -1% | ? | -16%
COc1ccccc1NS(=O)(=O)c1ccc2ccccc2c1
 : -4% | -10% | -14 | 0% | -6% | -10% | 1% | -26% | 12%
Cc1cccc(OC(C)C(=O)N2CCCc3ccccc32)c1 (stereo unspecified)
 : -3% | -19%[57.1 µM] | -2 | 7% | -1% | 12%[57.1 µM] | -1% | -15% | -12%
NCCCN1CCOCC1
 : 0% | 3% | -11 | 2% | -5% | 5% | -12% | -4% | 7%
Cc1cc(NS(=O)(=O)c2ccc(NC(=S)NC(=O)c3cccnc3)cc2)no1
 : -11% | -2%[57.1 µM] | -1 | 6% | -2% | -11%[57.1 µM] | -1% | -21% | ?
COc1cc(C(=O)NCC(c2ccc(Cl)cc2)N2CCOCC2)cc(OC)c1OC (stereo unspecified)
 : 2% | 0% | -2&-4 | -8% | -1% | 9% | -3% | ? | 6%
O=C(c1ccc(Cl)cc1)N1N=CCC1(O)c1ccc(Cl)cc1 (stereo unspecified)
 : 1% | 0% | -3 | 8% | 0% | -19% | 0% | -14% | 9%
COC(=O)c1ccc(COc2cccc(C)c2C)cc1
 : 4% | 7%[57.1 µM] | -1 | 15% | 1% | 22%[57.1 µM] | -2% | ? | 22%

Later entries:
Order of results – Vif-A3F inh | TrxR1 substrate | LDHA inh | mIDH1 inhibitor | Glioma ERSR ind | TrxR1 inh | Vif-A3G inh | USP1 inh | RGS4 inhibitor
OCCNc1nc(Nc2ccccc2)nc2ccccc12
 : -13% | -4% | -14 | -5% | 32µM* | -11% | -1% | -9% | -2%
O=C(NCc1ccccn1)c1ccc(Cl)s1
 : -7% | 14% | -5 | 0% | 0% | 18% | 2% | -13% | 4%
CC(=O)c1ccc(Nc2nc(C)cc(C)n2)cc1
 : 0% | -8%[57.1 µM] | 0 | 7% | 1% | 1%[57.1 µM] | 2% | -22% | -8%
Cn1nc(C(=O)N2CCN(c3ccc([N+](=O)[O-])cc3)CC2)c2c1-c1ccccc1S(=O)(=O)C2
 : 4% | 1% | -4 | -11% | -3% | 20% | 0% | -20% | -5%[56.9 µM]
COC(=O)CC1(C(=O)OC)Oc2ccc(Br)cc2C(=O)N1c1cccc(Cl)c1Cl (stereo unspecified)
 : 5% | 6%[57.1 µM] | -1 | 14% | -12% | 24%[57.1 µM] | -16% | ? | 16%
Cc1cc(NC(=O)CSc2ncnc3c2cnn3-c2ccccc2)no1
 : -1% | 11%[57.1 µM] | -4 | 0% | -3% | 20%[57.1 µM] | 0% | -7% | 1%
CNC(=O)c1ccsc1NC(=O)c1ccc(Cl)s1
 : -4% | -1% | -7 | 6% | 6% | 3% | -6% | -10% | -5%
COc1ccc(-c2cc(CNC(=O)CCl)on2)cc1
 : 2% | -2%[57.1 µM] | -2 | 4% | -4% | -37% | -10% | -23% | -27%
COc1ccc(O)c(/C=N/c2nc3ccccc3n2C)c1
 : 4% | -7% | 19 | 0% | -2% | 3%[57.1 µM] | -3% | -7% | -37%
C=C(C)C1CC=C(CN2CC(C)OC(C)C2)CC1 (stereo unspecified)
 : -13% | 3% | -15 | 3% | -5% | 0%[0.457 µM] | -4% | -6% | 10%
O=C(Cn1cc([N+](=O)[O-])cn1)NC1CCCCCC1
 : 13% | 7% | -4 | 8% | 1% | 21% | -1% | 2% | -38%
O=C(Cn1nc(-c2cccs2)ccc1=O)Nc1ccc(Br)cc1
 : -19% | 9% | -7 | 0% | -2% | 22% | 6% | -23% | -2%
CCc1cnc2c(c1SCC(=O)Nc1cc(Cl)ccc1OC)c(=O)n(C)c(=O)n2C
 : 1% | -7%[57.1 µM] | -15 | 0% | -4% | 8%[57.1 µM] | 3% | -13% | -4%
Cc1nn(-c2ccccc2)c(C)c1NC(=O)COc1ccc(F)cc1Cl
 : 8% | 0% | 1 | 6% | -3% | -2% | 1% | -15% | 1%
Cc1ccccc1-c1nc(CN2CCC(C(=O)NCc3cccnc3)CC2)c(C)o1
 : -5% | 2%[57.1 µM] | -7 | -6% | -3% | -12%[57.1 µM] | -1% | -13% | 8%
COc1ccc(CC(=O)NC(C)c2nnc(SCCOc3ccc(OC)cc3)n2C)cc1 (stereo unspecified)
 : -6% | -3% | 0 | -6% | 0% | 2% | -3% | 3% | 5%
Cc1ccc(-n2nc3c(=O)n(CC(=O)NCCC4=CCCCC4)nc(C)c3c2C)cc1
 : -2% | 11% | 0 | 6% | -3% | 25% | 0% | -13% | -21%
Cc1cccc2cc(-c3nc(-c4cccs4)no3)c(=O)oc12
 : -9% | -3% | 3&-12 | -12% | -1% | 15% | 3% | 10% | 5%
CCOc1ccc(N(CC(=O)NCc2ccco2)C(=O)CCC(=O)Nc2ccccn2)cc1
 : -19% | -2% | -7 | -4% | -3% | 2% | 3% | ? | 0%
Cc1nn2c(NCCOCCO)c3c(nc2c1-c1ccccc1)CCC3
 : -3% | 8%[57.1 µM] | -10 | -6% | -3% | 9%[57.1 µM] | 5% | 1% | 10%
Cc1cc(C)c(S(=O)(=O)NCC2CCC(C(=O)NCCCN3CCOCC3)CC2)c(C)c1 (stereo unspecified)
 : -1% | 11%[57.1 µM] | -4 | 4% | -3% | 10%[57.1 µM] | 2% | -1% | 25%[11.4 µM]
Cc1ccc(C(=O)N/C(=C/c2ccco2)C(=O)N2CCCCC2)cc1
 : 0% | -9% | -1 | -7% | 0% | -35% | 0% | -12% | 1%
